High-throughput results deposited in PubChem BioAssay by several laboratories.
STK33 kinase inh = human STK33 kinase inhibition; Q9BYT3; purified STK33, MBP phosphorylation, ADP-Glo luminescence; inhibition, % at 10 µM; hit rate 0.073% among 320,000; AID 2661;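 active means inhibition at or above 25%, using the most active replicate where run in duplicate; inactive means inhibition below 25%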
Target sequence (Q9BYT3 whole entry, looked up): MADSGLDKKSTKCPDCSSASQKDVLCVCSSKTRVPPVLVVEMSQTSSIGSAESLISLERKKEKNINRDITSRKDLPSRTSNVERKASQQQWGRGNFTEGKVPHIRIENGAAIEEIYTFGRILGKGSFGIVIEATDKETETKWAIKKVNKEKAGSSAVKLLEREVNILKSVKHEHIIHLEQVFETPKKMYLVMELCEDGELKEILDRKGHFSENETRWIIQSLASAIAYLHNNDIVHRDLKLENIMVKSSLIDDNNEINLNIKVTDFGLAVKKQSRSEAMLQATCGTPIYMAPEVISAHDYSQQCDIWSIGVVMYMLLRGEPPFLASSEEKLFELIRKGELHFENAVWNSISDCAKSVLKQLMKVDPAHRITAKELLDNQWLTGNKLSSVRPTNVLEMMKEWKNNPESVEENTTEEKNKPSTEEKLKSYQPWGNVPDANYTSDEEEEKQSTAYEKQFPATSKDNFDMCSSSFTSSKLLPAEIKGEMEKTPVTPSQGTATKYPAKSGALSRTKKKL
Kir21 inh = inhibitors of mouse Kir2.1 inward-rectifier potassium channel | P35561 | HEK293-Kir2.1, FluxOR thallium flux fluorescence; stronger effect = lower value | B-score at 10 µM | hit rate 0.85% among 310,000 | AID 1672;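 active means fluorescence ratio B-score at or below minus 3 SD of library scores, with starting-brightness B-score within 2 SD, cut at about -4.2 in these data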;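 further: channel flux triggered by added potassium and thallium sulfate stimulus; B-score of peak minus minimum fluorescence over baseline after thallium stimulus; more negative B-score means stronger Kir2.1 block with less thallium influx; some compounds called inactive have numbers as strong as hits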
* = called active by the depositor; / = no result given.

Start of the data: the first 17 records as a preview:
SMILES	STK33 kinase inh	Kir21 inh
Cc1ccc(C(=O)NNC(=O)Cc2nc3nc(C)cc(C)n3n2)cc1	0.2	-1.9
COC(=O)C1=C(C)N(CC2CC2)C(=NCc2cc(OC)c(OC)c(OC)c2)N[C@H]1c1ccccc1	-0.3	-0.87
COc1ccc(-c2cc(N3CCCC3)n3ncnc3n2)cc1	-1.5	0.09
C/C(=N\NC(=O)Cn1ccc(C(F)(F)F)n1)c1ccc(N2CCOCC2)cc1	0.3	-0.23
COCCNC(=O)/C(C#N)=C\c1ccc(CNS(=O)(=O)c2ccccc2)o1	0.1	2.1
Cc1ccc(C(=O)NC(=S)Nc2ccc(Oc3ccc(Cl)cc3)cc2)cc1	-0.5	-1.1
CN(C)c1ccc(Nc2nc(N)c3ccccc3n2)cc1	11	-7.5*
O=[N+]([O-])c1ccc(P(=O)(Cc2ccccc2)c2ccccc2O)cc1 (stereo not drawn)	-1.1	0.51
CS(=O)(=O)N1CCn2c1nc1ccccc12	-0.5	0.74
O=C(NC(=S)Nc1ccc2oc(-c3ccncc3)nc2c1)c1ccccc1F	-1.0	-1.1
COc1ccc(Cn2c(CCCO)nc3ccccc32)cc1OC	-0.9	/
Cc1ccc(/C=C/C(=O)CCC(=O)O)cc1	-0.2	-0.52
CC1CC(NC(=O)Cc2ccc(Br)cc2)CC(C)(C)C1 (stereo not drawn)	-2.2	0.68
O=C(COc1ccc(-c2ccccc2)cc1)Nc1cccnc1	-0.4	/
COc1ccc(C(=O)OCC(=O)c2ccc[nH]2)c(OC)c1	0.0	/
COc1ccc(CNCCC(c2ccc(F)cc2)c2ccc(OC)cc2)cc1 (stereo not drawn)	0.3	-8.9*
COC(=O)c1ccc(OC)c(NS(=O)(=O)c2ccc(-n3cnnn3)cc2)c1	0.6	-0.38

This part in full, from the start:
SMILES	STK33 kinase inh	Kir21 inh
Cc1ccc(C(=O)NNC(=O)Cc2nc3nc(C)cc(C)n3n2)cc1	0.2	-1.9
COC(=O)C1=C(C)N(CC2CC2)C(=NCc2cc(OC)c(OC)c(OC)c2)N[C@H]1c1ccccc1	-0.3	-0.87
COc1ccc(-c2cc(N3CCCC3)n3ncnc3n2)cc1	-1.5	0.09
C/C(=N\NC(=O)Cn1ccc(C(F)(F)F)n1)c1ccc(N2CCOCC2)cc1	0.3	-0.23
COCCNC(=O)/C(C#N)=C\c1ccc(CNS(=O)(=O)c2ccccc2)o1	0.1	2.1
Cc1ccc(C(=O)NC(=S)Nc2ccc(Oc3ccc(Cl)cc3)cc2)cc1	-0.5	-1.1
CN(C)c1ccc(Nc2nc(N)c3ccccc3n2)cc1	11	-7.5*
O=[N+]([O-])c1ccc(P(=O)(Cc2ccccc2)c2ccccc2O)cc1 (stereo not drawn)	-1.1	0.51
CS(=O)(=O)N1CCn2c1nc1ccccc12	-0.5	0.74
O=C(NC(=S)Nc1ccc2oc(-c3ccncc3)nc2c1)c1ccccc1F	-1.0	-1.1
COc1ccc(Cn2c(CCCO)nc3ccccc32)cc1OC	-0.9	/
Cc1ccc(/C=C/C(=O)CCC(=O)O)cc1	-0.2	-0.52
CC1CC(NC(=O)Cc2ccc(Br)cc2)CC(C)(C)C1 (stereo not drawn)	-2.2	0.68
O=C(COc1ccc(-c2ccccc2)cc1)Nc1cccnc1	-0.4	/
COc1ccc(C(=O)OCC(=O)c2ccc[nH]2)c(OC)c1	0.0	/
COc1ccc(CNCCC(c2ccc(F)cc2)c2ccc(OC)cc2)cc1 (stereo not drawn)	0.3	-8.9*
COC(=O)c1ccc(OC)c(NS(=O)(=O)c2ccc(-n3cnnn3)cc2)c1	0.6	-0.38
Cc1cc(C)c2ccc3c(C)c(C)n(C)c3c2n1	-0.9	1.8
O=C(CSc1ncnc2c1cnn2CCc1ccccc1)Nc1cccc(C(F)(F)F)c1	-0.3	-0.06
COC(=O)c1cc(CNC(=O)C2CC(=O)N(c3ccc4c(c3)OCCO4)C2)ccc1OC (stereo not drawn)	-1.6	/
CCCCN(CC)CCNC(=O)Cn1cc2c(n1)-c1c(oc(C(=O)N3CCCC3)c1C)CC2	0.4	2.1
Cc1ccc(S(=O)(=O)NCCC(=O)N2CCN(S(=O)(=O)c3ccccc3)CC2)cc1C	0.2	-1.5
CCOc1ccc(NC(=O)C2CCCN(S(=O)(=O)c3ccc4[nH]c(=O)ccc4c3)C2)cc1 (stereo not drawn)	-0.5	-1.7
O=C(Nc1nnc(C2CC2)s1)C1CC(=O)N(c2ccc3c(c2)OCCO3)C1 (stereo not drawn)	/	1.4
Cc1ccc(C)c(N(C)C(=O)COc2cc(=O)n(C)c3ccccc23)c1	-1.8	-0.68
O=c1c2ccccc2[nH]c(=S)n1CCCN1CCC(Cc2ccccc2)CC1	0.8	-1.2
COc1ccc2[nH]c(=O)c(C3c4cc(OC)c(OC)cc4CCN3C(=O)c3ccco3)cc2c1 (stereo not drawn)	-0.1	0.97
CC(C)CNc1nnnc2c1sc1nc(N3CCOCC3)c3c(c12)CC(C)(C)SC3	-1.8	-0.05
CCCc1[nH]nc2c1C(c1ccc(OC)c(Cn3nnc4ccccc43)c1)C(C#N)=C(N)O2 (stereo not drawn)	0.8	0.65
CCOCCn1c(N2CCCC2)nc2c1c(=O)n(C)c(=O)n2C	0.2	-0.03
CCCN1CCC(Oc2cccc(C(=O)NCCc3ccccc3)c2)CC1	0.6	-3.7
CCCCCN(C(=O)CCC(=O)OCC(=O)N(CC)c1ccccc1)c1c(N)n(CCCC)c(=O)[nH]c1=O	-0.8	2.6
O=C(N/N=C/c1cccnc1)c1[nH]ncc1Br	/	-0.01
CC(C)=C(NC(=O)c1ccccc1)C(=O)N1CCOCC1	-1.3	0.74
CCOC(=O)CN1CCc2c(C)nc3c(-c4ccc(OC)c(OC)c4)cnn3c21	-0.5	-1.1

Rows are unselected (roughly 0.84% active in at least one column).
